Source: PubChem BioAssay
PI4K2A block: qHTS for small molecular inhibitors of PI4K2A. purified PI4K2A, ADP-Glo luminescence, 1 h; active compounds read low. activity change, negative = inhibition, % at 76.9 µM. 420,000 compounds, 0.13% hits. AID 1346378, 2018; in the data active means activity change below about -50%; inconclusive means mostly about -30% to -49%;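 further: -100% = wells without enzyme as full effect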
Target sequence (Q9BTU6 whole entry, looked up): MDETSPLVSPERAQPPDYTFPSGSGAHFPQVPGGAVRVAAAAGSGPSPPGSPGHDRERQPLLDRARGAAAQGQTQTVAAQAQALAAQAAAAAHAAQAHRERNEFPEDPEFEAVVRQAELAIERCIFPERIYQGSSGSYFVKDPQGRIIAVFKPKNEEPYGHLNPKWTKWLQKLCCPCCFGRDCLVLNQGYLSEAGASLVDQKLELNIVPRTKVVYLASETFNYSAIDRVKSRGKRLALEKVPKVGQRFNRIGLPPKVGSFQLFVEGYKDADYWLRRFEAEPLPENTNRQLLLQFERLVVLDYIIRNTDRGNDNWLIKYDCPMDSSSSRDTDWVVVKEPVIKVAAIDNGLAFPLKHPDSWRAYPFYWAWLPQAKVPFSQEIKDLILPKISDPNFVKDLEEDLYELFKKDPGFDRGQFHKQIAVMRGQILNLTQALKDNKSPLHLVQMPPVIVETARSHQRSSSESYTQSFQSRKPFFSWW
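In this quantitative HTS, ADP production by PI4K2A was quantified luminescently after 1 h at ambient temperature; 100 microM adenosine served as plate-quality control.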
D2 ag: HTS Assay for Allosteric Agonists of the Human D2 Dopamine Receptor: Primary Screen for Agonists | AID 485358, 2010 | HEK293 T-REx D2 cells, calcium flux agonist mode | activation, % at 2 µM | D(2) dopamine receptor (Homo sapiens), P14416 | 340,000 compounds, 0.53% hits;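 active means activation over 3 SD above normal in the single-dose calcium agonist read, cut at about 30% in these data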; further: 0% is about no effect
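In this primary screen, compounds producing a positive calcium signal within 180 s of addition to tetracycline-induced, force-coupled HEK293 Trex D2 cells are flagged; cells are dye-loaded with a no-wash calcium kit beforehand.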
mIDH1 inhibitor: qHTS for Inhibitors of mutant isocitrate dehydrogenase 1 (IDH1): qHTS; IDH1-R132H enzyme, NADPH consumption, diaphorase/resazurin fluorescence; Potency, µM (highest dose often 76.6 µM), for inactives: at the top dose activity change, negative = inhibition, actives largely listed as inhibitors; 390,000 compounds, 0.093% hits; AID 602179, 2012; further: potency means the concentration at half of the fitted maximal effect; on the % scale 0 is the no-effect control and ±100 the full control effect; nearly all actives have a fitted effect of over 65% in size
Target sequence (O75874 whole entry R132H, stated change not applied): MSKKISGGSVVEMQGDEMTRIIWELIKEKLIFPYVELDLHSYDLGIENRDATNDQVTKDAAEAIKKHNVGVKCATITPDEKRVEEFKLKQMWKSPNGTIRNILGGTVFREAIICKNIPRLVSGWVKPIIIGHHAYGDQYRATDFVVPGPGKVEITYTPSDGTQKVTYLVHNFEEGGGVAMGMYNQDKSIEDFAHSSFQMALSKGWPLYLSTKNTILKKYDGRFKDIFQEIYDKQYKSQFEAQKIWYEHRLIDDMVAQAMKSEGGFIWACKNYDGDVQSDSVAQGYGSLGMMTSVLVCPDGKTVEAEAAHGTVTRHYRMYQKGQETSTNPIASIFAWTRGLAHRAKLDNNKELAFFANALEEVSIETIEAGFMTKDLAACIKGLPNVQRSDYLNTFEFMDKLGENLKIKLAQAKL
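IDH1-R132H (0.5 ug/mL) preincubated 30 min with compound, then NADPH (0.016 mM) and alpha-KG (2 mM) added; 80 min at RT, pH 7.5. Remaining NADPH coupled via diaphorase/resazurin to fluorescence (540/590 nm); concentration-response curves normalized to no-enzyme control.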
TrxR1 inh: qHTS Assay for Inhibitors of Mammalian Selenoprotein Thioredoxin Reductase 1 (TrxR1): qHTS; Thioredoxin reductase 1, cytoplasmic (Rattus norvegicus), O89049; recombinant rTrxR1, NADPH fluorescence consumption, selenite substrate; Potency, µM (doses to about 114 µM), without a hit: top-dose activity change, negative = inhibition, hits mostly inhibitors; 390,000 compounds, 1% hits; further: potency means the concentration at half of the fitted maximal effect; on the % scale 0 is the no-effect control and ±100 the full control effect; nearly all actives have a fitted effect of over 65% in size
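Rat TrxR1 (90 nM in the dispensed reagent) was pre-reduced with 400 uM NADPH for 5 min at room temperature, then incubated with compound for 15 min. After 400 uM selenite was added, NADPH fluorescence (Ex 340/Em 450 nm) was followed for 8 min.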
D2 antagonist: HTS Assay for Allosteric Antagonists of the Human D2 Dopamine Receptor: Primary Screen for Antagonists. D(2) dopamine receptor (Homo sapiens), P14416. AID 485344, 2010. 340,000 compounds, 2% hits. inhibition, % at 10 µM. HEK293 TREx D2 cells, calcium flux, dopamine EC80; in the data active means inhibition above about 30%; further: 0% is about no effect
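Dopamine at EC80 is the agonist stimulus; test compounds precede it by 180 s. Calcium flux read kinetically in a force-coupled, inducible HEK293 T-REx D2 cell line.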
TrxR1 substrate: qHTS Assay for Substrates of Mammalian Selenoprotein Thioredoxin Reductase 1 (TrxR1): qHTS; 390,000 compounds, 0.01% hits; Thioredoxin reductase 1, cytoplasmic (Rattus norvegicus), O89049; Potency, µM (top dose mostly 114 µM), without a hit: at the top dose activity change, negative = substrate turnover; purified TrxR1 substrate turnover, NADPH consumption readout; AID 588456, 2011; further: potency means the concentration at half of the fitted maximal effect; on the % scale 0 is the no-effect control and ±100 the full control effect; nearly all actives have a fitted effect of over 50% in size
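Rat TrxR1, dispensed at 90 nM, was prereduced with 400 uM NADPH (final) for 5 min at ~22 deg C, then incubated with compound 15 min before 400 uM selenite. A first-read NADPH fluorescence drop versus no-compound background flagged substrates.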
TRHR PAM: qHTS for Small Molecule Agonists and Allosteric Enhancers of Human TRH Receptor: Primary Screen for Enhancers; enhancement, % at 2 µM; Thyrotropin-releasing hormone receptor (Homo sapiens), P34981; AID 493056, 2011; 360,000 compounds, 0.66% hits; TRHR cells, fluo-8 calcium fluorescence, EC20 TRH enhancement; in the data active means enhancement above about 30%; further: 0% is about no effect
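Enhancer read-out: after compound pinning and an initial kinetic agonist-mode read, an EC20 of TRH (10 nM final) was injected and fluo-8 calcium signal (Ex 480/Em 530) followed at 1 s/cycle for 100 cycles in TRHR-expressing cells.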
USP1 inh: Inhibitors of USP1/UAF1: Primary Screen | Ubiquitin carboxyl-terminal hydrolase 1 (Homo sapiens), O94782 | recombinant USP1/UAF1, Ub-Rhodamine cleavage fluorescence | Potency, µM (doses to about 57.1 µM), for inactives: at the top dose activity change, negative = inhibition, actives largely listed as inhibitors | 390,000 compounds, 0.23% hits | AID 743255, 2014; further: potency means the concentration at half of the fitted maximal effect; on the % scale 0 is the no-effect control and ±100 the full control effect; nearly all actives have a fitted effect of over 60% in size; inactives centre near -12
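High-throughput fluorogenic screen: 1nM USP1/UAF1 complex, Ub-Rho substrate 150nM final, 50mM HEPES pH 7.8 with 0.5mM EDTA, 0.1 mg/ml BSA, 1mM TCEP and 0.01% Tween-20.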
TRHR agonist: qHTS for Small Molecule Agonists and Allosteric Enhancers of Human TRH Receptor: Primary Screen for Agonists; activation, % at 2 µM; TRHR cells, calcium flux fluo-8, FDSS agonist mode; 360,000 compounds, 0.18% hits; in the data active means activation above about 30%; further: 0% is about no effect
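TRHR-expressing cells, plated overnight in medium with 10% serum, were loaded with fluo-8 calcium dye at room temperature. After a 10 s baseline, library compound was pin-added and calcium release was recorded kinetically (ex 480/em 530) as agonist response.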
Starred values were filed as active, the others as inactive; ? = inconclusive; · = no result given; & = joins results of further samples; [ ] = dose if it differs, or a comment. Unless noted, the call rests on the fitted dose curve; in most records, active means well fitted inhibition curve with a large enough effect; inconclusive means small, poorly fitted or top-dose-only effect; inactive means no such curve, though single readings can be large or run the other way. Hits appear at their usual frequency; overall some 3.9% were active at least once.

SMILES	PI4K2A block	D2 ag	mIDH1 inhibitor	TrxR1 inh	D2 antagonist	TrxR1 substrate	TRHR PAM	USP1 inh	TRHR agonist
c1nc(NC2CCCC2)c2[nH]cnc2n1	-16	1.9	7%	13%&9%	2	1%&-3%	3	-12%	0.3
CN(C)c1ccc(C(=O)C(=O)c2ccccc2)cc1	-2	0.1	-1%	-3%	-14	-6%	3	-25%	-1.4
CC(=O)Nc1ccc(C(=O)CSc2nnnn2C)cc1	?	-0.4	7%	0%	5	3%	-5	-7%	-0.6
CC1CCN(CC(O)COc2ccc(-c3ccccc3)cc2)CC1 (configuration not stated)	-8	1.7	1%	-4%	1	-8%	5	0%	0.1
Cn1c(=O)n(C)c2cc([N+](=O)[O-])c(N3CCN(C(=O)c4ccccc4)CC3)cc21	4	0.6	2%	10%	-9	1%	4	-16%	0.5
Cn1c(N2CCCC2)nc2c1c(=O)[nH]c(=O)n2C	1	-0.4	-16%	14%	-7	-4%	-4	-17%	1.5
CCOC(=O)c1sc(NC(=O)CSc2ncccn2)c(C#N)c1C	3	-0.3	1%	5%	7	5%	4	4%	-0.1
CNC(=O)COC(=O)CNC(=O)c1cc(Cl)cc([N+](=O)[O-])c1	0	1.3	-2%	18%[57.1 µM]	-13	5%[57.1 µM]	25	-5%	-1.0
Brc1ccc(Nc2nc3ccccc3n3nnnc23)cc1	·	-0.8	·	·	1	·	-3	·	1.1
CN1CCO/C1=C(\C(Cl)=C(Cl)Cl)[N+](=O)[O-]	0	0.0	1%	-42%	-6	8%	-4	0%	-0.1
CCOc1ccc(NC(=O)CSc2ncc(S(=O)(=O)c3ccc(F)c(C)c3)c(=O)[nH]2)cc1	-1	-0.3	-13%	6%	·	-4%	-4	-12%	0.2
CCCN1CCN(CCCNC(=O)CN2C(=O)C(CC)Oc3ccccc32)CC1 (configuration not stated)	3	0.3	2%	13%	3	3%	11	-21%	0.0
CC1Cc2ccccc2N1C(=O)CN1C(=O)NC(C)(CCc2ccccc2)C1=O (configuration not stated)	6	0.8	5%	-11%	-10	-13%	5	-2%	0.2
O=C(Cc1ccc(Cl)cc1)c1c[nH]c(C(=O)NCCCN2CCOCC2)c1	1	0.6	-2%	7%	-12	-4%	0	-16%	0.0
CCOc1ccccc1C(=O)Nc1ccc2c(c1)C(=O)NC2=O	-23	-0.9	4%	7%[57.1 µM]	4	7%[57.1 µM]	-4	-1%	-1.0
CCOC(=O)C(NC(C)=O)C(=O)Nc1ccc(C)cc1C (configuration not stated)	4	-0.9	-12%	7%[57.1 µM]	5	9%[57.1 µM]	3	0%	-0.1
Cc1ccc(NC(=O)Cn2c(=O)oc3cc(S(=O)(=O)N4CCCC4)ccc32)cc1F	1	0.0	9%	1%	·	2%	-2	-31%	0.7
COc1ccc(CN(CC(=O)NC2CCCCC2)C(=O)CCC(=O)Nc2nccs2)cc1	-1	0.8	-7%	17%	7	2%	7	-15%	0.2
CCOc1ccccc1N(CC(=O)NCC1CCCO1)C(=O)CNS(=O)(=O)c1ccccc1 (configuration not stated)	-2	0.8	1%	21%[57.1 µM]	11	6%[57.1 µM]	4	-4%	1.5
Cc1cc(NC(=O)c2cc3ccccc3oc2=O)no1	6	-0.8	-4%	-7%[57.1 µM]	6	3%[57.1 µM]	18	-18%	-0.3
Cc1c(C(=O)NC(=S)NCC(C)C)oc2ccccc12	1	·	9%	-11%	·	-8%	0	-15%	0.6
CC[C@]12c3[nH]c4ccccc4c3CCN1C(=O)C(CC(=O)NC/C=C(\C)CCC=C(C)C)C[C@@H]2C(=O)N1CCN(C(=O)C2CC2)CC1 (some centres not stated)	0	·	-19%	-6%	·	-5%	·	?	·
Cc1cc(C)c(NC(=O)C2=COCCO2)c(C)c1	-1	0.3	3%	11%	-1	-1%	11	-5%	0.1
Cc1cc(C)c(S(=O)(=O)c2ccccc2)c(OC(=O)c2cc(F)c(F)cc2Cl)n1	-4	21	0%	19%[57.1 µM]	3	13%[57.1 µM]	-2	-11%	-0.1
Cc1cccc(NC(=O)CCCc2ccccc2)c1C	4	·	16%	24%	·	4%	3	-23%	-0.3

Three compounds out of the list above, arranged by their value in TRHR PAM, low to high.
molecule | PI4K2A block | TrxR1 inh | D2 antagonist | TrxR1 substrate | TRHR PAM | USP1 inh | TRHR agonist
CCOc1ccccc1C(=O)Nc1ccc2c(c1)C(=O)NC2=O | -23 | 7%[57.1 µM] | 4 | 7%[57.1 µM] | -4 | -1% | -1.0
Cc1cccc(NC(=O)CCCc2ccccc2)c1C | 4 | 24% | · | 4% | 3 | -23% | -0.3
Cn1c(=O)n(C)c2cc([N+](=O)[O-])c(N3CCN(C(=O)c4ccccc4)CC3)cc21 | 4 | 10% | -9 | 1% | 4 | -16% | 0.5

Next results follow:
SMILES	PI4K2A block	D2 ag	mIDH1 inhibitor	TrxR1 inh	D2 antagonist	TrxR1 substrate	TRHR PAM	USP1 inh	TRHR agonist
COc1ccccc1N1CCN(S(=O)(=O)c2cc(C)sc2C)CC1	-3	-0.5	2%	13%[57.1 µM]	-6	9%[57.1 µM]	2	-32%	-0.2
C=CCN1C(=O)c2ccc(C(=O)NCCc3ccc(OC)c(OC)c3)cc2C1=O	0	-0.4	4%	-4%	0	-10%	-3	-4%	-0.5
NC(=NCCc1ccccc1)NS(=O)(=O)c1ccccc1F	6	0.4	9%	26%	-1	5%	2	-18%	-0.6
CCn1c(=O)cc(SCC(=O)NCc2ccc(F)cc2Cl)c2ccccc21	1	0.3	5%	26%	·	8%	2	?	0.0
Cc1ccccc1NC(=O)CCC(=O)N/N=C/c1cc([N+](=O)[O-])ccc1O	-4	-1.1	10%	-10%	-14	-13%	0	0%	0.6
O=C(CN1CCOCC1)Nc1nc(-c2ccccc2Cl)cs1	-1	1.5	-10%	27%	10	6%	1	-10%	-0.2
CCOCCn1ccc2c(OCC(=O)Nc3ccc(C(N)=O)cc3)cccc2c1=O	2	1.9	-7%	20%[57.1 µM]	·	-1%[57.1 µM]	1	-6%	1.4
COc1ccc(C2CC(=O)c3cc(-c4nc(-c5cccc([N+](=O)[O-])c5)cs4)c(=O)n(-c4ccccc4N)c3C2)cc1 (configuration not stated)	2	0.1	31%[activator]	-9%	·	-10%	17	-11%	-0.7
CS(=O)(=O)N(CC(=O)NCC1CCCO1)c1ccc(F)c(Cl)c1 (configuration not stated)	1	0.7	5%	23%[57.1 µM]	-8	0%[57.1 µM]	-2	-16%	1.0
CCN(CC)Cc1nc2c(c(=O)[nH]1)C(CC)(CC)Cc1ccccc1-2	-4	-0.8	1%	31%[2.29 µM]	-25	-1%	7	-19%	-0.1
Brc1ccc(/C=N/n2cnnc2)s1	4	0.9	-8%	-13%	-9	-18%	0	-8%	-0.1
O=C1CCC(C(=O)N2CCCCO2)CN1Cc1ccc(Cl)cc1 (configuration not stated)	5	0.8	4%	-12%	-11	-14%	10	-10%	0.0
O=C(CC(NC(=O)c1ccccc1Cl)c1ccccc1)NC1=NCCS1 (configuration not stated)	-3	0.3	-2%	15%	16	7%	-5	-19%	-0.4
CC(NC(=O)NC1CCCCC1)c1ccccc1 (configuration not stated)	-1	0.1	9%	-14%	-3	-13%	0	-9%	1.1
C=CCNC(=O)C1CCN(S(=O)(=O)c2ccccc2)CC1	3	0.3	-4%	13%	19	7%	0	-21%	0.4
CCOc1ccccc1NC(=O)C(=O)Nc1ccc2nc3n(c(=O)c2c1)CCCCC3	-3	0.4	8%	-12%	·	-8%	1	-16%[11.4 µM]	0.6
CC(=O)OCc1cnc(C)c2oc(=O)c(C(=O)Nc3ccc(F)cc3C)cc12	-2	2.0	6%	2%[57.1 µM]	·	-5%[57.1 µM]	1	-20%	1.3
COc1ccc2[nH]c(C(=O)Nc3ccc(F)cc3Br)cc2c1	-18	0.9	-3%	14%[57.1 µM]	1	14%	-2	-14%	0.5
O=C1NC(c2ccc(Br)cc2)=N/C1=C/c1ccco1	2	1.2	4%	-33%	-14	-15%	3	-12%	1.0
COc1ccc(NC(=O)Nc2nnc(CC(=O)NCc3ccccc3)s2)cc1	5	0.9	-8%	19%	5	3%	0	-2%	0.1
CC(C)NC(=O)C(=O)NCCN1CCN(C(=O)c2ccc(C(C)(C)C)cc2)CC1	-1	0.7	2%	12%	7	-4%	2	-8%	0.4
N#CCSc1nc2ccccc2c(=O)n1CCCC(=O)NCC1CCCO1 (configuration not stated)	2	0.1	4%	4%	14	-5%	-2	-18%	0.0
CC1(C)Cc2ccccc2-c2nc(NN)[nH]c(=O)c21	-2	-0.6	-5%	12%	4	19%	15	-30%	-1.4
CC(=O)c1c(C)c2c(n1CCN(C)C)CCCC2	1	3.3	1%	16%[57.1 µM]	29	7%[57.1 µM]	-4	-17%	3.1
Cc1onc(-c2c(F)cccc2Cl)c1C(=O)NNC(=O)C1CCN(Cc2ccccc2)CC1	1	1.1	0%	17%[57.1 µM]	-25	5%	4	-14%	0.1
CCN1C(=O)N[C@@H](CCc2ccccc2)[C@H](C(C)=O)[C@H]1C	-3	·	-5%	11%	·	6%	·	-27%	·
